AGP1-GFP MLPCN: alters AGP1-GFP fluorescence in TOR pathway yeast screen. GFP response vs DMSO, % at 10 µM. S. cerevisiae AGP1-GFP multiplex flow cytometry, 3 h; GFP as percent of DMSO wells. 320,000 tested, 0.02% active. AID 2066;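 active means GFP response relative to DMSO above a set limit, near screen average plus 3 SD, cut at about 150% in these data; inconclusive means fewer than 70 cells counted for the yeast strain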;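 further: median GFP channel fluorescence of the gated AGP1 strain per well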
LAP4 TOR yeast: alters LAP4-GFP fluorescence in TOR pathway yeast screen. AID 2023. S. cerevisiae LAP4-GFP multiplex, flow cytometry GFP, 3 h; median GFP as percent of DMSO wells. GFP response vs DMSO, % at 10 µM. 320,000 tested, 0.34% active;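 active means GFP response vs DMSO above a set limit, about the screen mean plus 3 SD, cut at about 150% in these data; inconclusive means under 70 cell events counted for the yeast strain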
JMJD2C inh: inhibitors of human GASC-1 (JMJD2C) demethylase | GST-JMJD2C(1-420) H3K9me3 demethylation, DELFIA europium | 330,000 tested, 0.069% active | AID 2099 | inhibition, % at 2.35 µM | Q9H3R0;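 active means more than half of a compound's replicate wells show inhibition beyond 50%, single wells judged on their own value; inconclusive means some, but no more than half, of replicates pass 50% inhibition; inactive means no replicate passes 50% inhibition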;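 further: signal counts dimethyl H3K9 product captured on neutravidin plate; 0% = median of DMSO wells and 100% = 0.3 times that DMSO median; strong numbers were not always called active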
Target sequence (Q9H3R0 1-420 limits assumed): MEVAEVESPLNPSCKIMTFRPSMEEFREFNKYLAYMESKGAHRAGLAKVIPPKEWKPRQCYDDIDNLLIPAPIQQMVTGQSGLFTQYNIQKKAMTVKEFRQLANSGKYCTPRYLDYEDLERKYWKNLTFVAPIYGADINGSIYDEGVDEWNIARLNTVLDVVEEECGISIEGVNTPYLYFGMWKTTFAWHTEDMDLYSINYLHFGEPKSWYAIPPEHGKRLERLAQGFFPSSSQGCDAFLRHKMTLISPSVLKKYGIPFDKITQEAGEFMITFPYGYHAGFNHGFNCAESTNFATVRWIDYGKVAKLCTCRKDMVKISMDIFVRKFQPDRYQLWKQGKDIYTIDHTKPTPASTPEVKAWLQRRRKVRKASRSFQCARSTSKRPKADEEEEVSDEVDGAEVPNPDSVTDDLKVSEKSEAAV
MEP2 TOR yeast: alters MEP2-GFP fluorescence in TOR pathway yeast screen; GFP response vs DMSO, % at 10 µM; 330,000 tested, 0.51% active; S. cerevisiae MEP2-GFP strain, flow cytometry GFP, 3 h; 100% = DMSO control level;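 active means GFP response versus DMSO above a set limit, roughly screen mean plus 3 SD, cut at about 180% in these data; inconclusive means fewer than 70 cells counted for a yeast strain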;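 further: median GFP fluorescence of the barcode-gated MEP2-GFP cells per well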
RPL19A TOR yeast: modulators of TOR pathway RPL19A-GFP in S. cerevisiae. percent response vs DMSO, % at 10 µM. 330,000 tested, 0.3% active. AID 2025. S. cerevisiae RPL19A-GFP strain, flow cytometry, 3 h; stronger effect = lower value;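 active means percent response vs DMSO below 50%; inconclusive means fewer than 70 events counted for the yeast strain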;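 further: median channel GFP fluorescence of the barcoded RPL19A-GFP strain; ratio of sample median GFP to plate DMSO average so 100% = DMSO; lower means less RPL19A-GFP as with rapamycin TOR inhibition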
VLA-4 inh: inhibition in a human VLA-4 binding assay | P13612 | VLA-4 expressing cells, ligand binding flow cytometry | inhibition, % (about 7 µM as worked out from the volumes in the protocol) | 330,000 tested, 0.2% active; in the data active means inhibition above about 50%
GRK2 aptamer HTS: inhibitors of human GRK2 displacing RNA aptamer; bead flow cytometry, FAM-aptamer displacement from GRK2; AID 488847; inhibition of aptamer binding, % at 10 µM; 330,000 tested, 0.59% active;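 active means inhibition of aptamer binding above 40%, roughly 3 SD of noise, on plates passing a quality check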;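 further: median bead fluorescence of bound FAM aptamer so fluorescent compounds give negative values; no value below 0 was filed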
Target sequence (P25098 whole entry, looked up): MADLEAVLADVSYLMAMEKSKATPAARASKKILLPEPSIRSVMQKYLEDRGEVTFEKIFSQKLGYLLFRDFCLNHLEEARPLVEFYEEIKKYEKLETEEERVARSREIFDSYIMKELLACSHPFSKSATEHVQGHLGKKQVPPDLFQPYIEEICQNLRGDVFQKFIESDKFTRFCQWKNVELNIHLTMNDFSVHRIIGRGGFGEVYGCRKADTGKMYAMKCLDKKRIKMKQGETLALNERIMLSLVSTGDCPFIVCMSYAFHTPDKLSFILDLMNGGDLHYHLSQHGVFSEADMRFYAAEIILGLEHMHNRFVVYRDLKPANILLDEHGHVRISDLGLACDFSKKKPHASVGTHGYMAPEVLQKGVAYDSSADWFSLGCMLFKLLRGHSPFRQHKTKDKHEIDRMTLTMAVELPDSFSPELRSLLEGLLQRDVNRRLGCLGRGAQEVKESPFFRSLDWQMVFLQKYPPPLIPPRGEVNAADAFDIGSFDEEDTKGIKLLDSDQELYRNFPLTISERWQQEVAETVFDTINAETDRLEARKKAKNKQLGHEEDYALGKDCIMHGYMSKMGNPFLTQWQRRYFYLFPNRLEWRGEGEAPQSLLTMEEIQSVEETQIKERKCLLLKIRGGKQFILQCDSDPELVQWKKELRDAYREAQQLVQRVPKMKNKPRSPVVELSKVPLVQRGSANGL
CIT2-GFP yeast: yeast TOR pathway CIT2-GFP modulation; S. cerevisiae CIT2-GFP strain, flow cytometry, 3 h; 100 means same as DMSO wells; GFP response vs DMSO, % at 10 µM; 320,000 tested, 0.065% active;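 active means GFP response relative to DMSO above a set limit, near the screen mean plus 3 SD, cut at about 150% in these data; inconclusive means Fewer than 70 cells measured for a yeast strain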;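 further: ratio of well median GFP fluorescence to mean of DMSO wells on the plate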
Active calls of the source: *; [ ] = dose if it differs, or a comment.

How did O=C(NC1CC1)c1nc(Cn2cc([N+](=O)[O-])cn2)no1 do in these assays?
AGP1-GFP MLPCN: 79; LAP4 TOR yeast: 90; JMJD2C inh: -8; MEP2 TOR yeast: 107; RPL19A TOR yeast: 105; VLA-4 inh: -11; GRK2 aptamer HTS: 0; CIT2-GFP yeast: 119

How did COc1cccc(CNC(=O)c2nnn(-c3ccc(OC(F)(F)F)cc3)c2N)c1 do in these assays?
AGP1-GFP MLPCN: 101; LAP4 TOR yeast: 100; JMJD2C inh: -6; MEP2 TOR yeast: 102; RPL19A TOR yeast: 104; VLA-4 inh: 13; GRK2 aptamer HTS: 2; CIT2-GFP yeast: 102

What do the screens show for `O=C(O)CCNS(=O)(=O)c1ccc2c(c1)OCCCO2`?
AGP1-GFP MLPCN: 103; LAP4 TOR yeast: 108; JMJD2C inh: -2; MEP2 TOR yeast: 97; RPL19A TOR yeast: 98; VLA-4 inh: 13; GRK2 aptamer HTS: 1; CIT2-GFP yeast: 95

Results for CCNC(=O)c1ccc(C2SCC(=O)N2Cc2ccco2)cc1 (stereo not drawn) ?
AGP1-GFP MLPCN: 93; LAP4 TOR yeast: 86; JMJD2C inh: -8; MEP2 TOR yeast: 87; RPL19A TOR yeast: 89; VLA-4 inh: 3; GRK2 aptamer HTS: 4; CIT2-GFP yeast: 96

How did CCOc1ccccc1NC(=O)c1cc(C(=O)c2cc(Br)ccc2O)coc1=N do in these assays?
AGP1-GFP MLPCN: 101; LAP4 TOR yeast: 102; JMJD2C inh: 1; MEP2 TOR yeast: 98; RPL19A TOR yeast: 100; VLA-4 inh: -7; GRK2 aptamer HTS: 0; CIT2-GFP yeast: 99

How did O=C(NCCCN1CCN(c2cccc(Cl)c2)CC1)c1nc(-c2ccncc2)no1 do in these assays?
AGP1-GFP MLPCN: 99; LAP4 TOR yeast: 96; JMJD2C inh: 6; MEP2 TOR yeast: 101; RPL19A TOR yeast: 98; VLA-4 inh: 8; GRK2 aptamer HTS: 0; CIT2-GFP yeast: 99

How did N#CC1=C(N)N(c2ccccc2)C2=C(C(=O)CCC2)C1c1cccs1 (stereo not drawn) do in these assays?
AGP1-GFP MLPCN: 94; LAP4 TOR yeast: 95; JMJD2C inh: 1; MEP2 TOR yeast: 103; RPL19A TOR yeast: 98; VLA-4 inh: -11; GRK2 aptamer HTS: 0; CIT2-GFP yeast: 99

What do the screens show for `COc1ccc(NC(=O)NNC(=O)c2ccc3ccccc3c2O)c(OC)c1`?
AGP1-GFP MLPCN: 107[may fluoresce green]; LAP4 TOR yeast: 100[may fluoresce green]; JMJD2C inh: 15; MEP2 TOR yeast: 89[may fluoresce green]; RPL19A TOR yeast: 99[may fluoresce green]; VLA-4 inh: 14; GRK2 aptamer HTS: 0; CIT2-GFP yeast: 111[may fluoresce green]

Results for CCOC(=O)c1cccc(NC(=O)CSc2nnnn2C)c1 ?
AGP1-GFP MLPCN: 104; LAP4 TOR yeast: 96; JMJD2C inh: 18; MEP2 TOR yeast: 95; RPL19A TOR yeast: 100; VLA-4 inh: -2; GRK2 aptamer HTS: 5; CIT2-GFP yeast: 110

Results for CC1=CS(=O)(=O)CC1SC(=S)N(C)C1CCS(=O)(=O)C1 (stereo not drawn) ?
AGP1-GFP MLPCN: 108; LAP4 TOR yeast: 110; JMJD2C inh: -5; MEP2 TOR yeast: 99; RPL19A TOR yeast: 98; VLA-4 inh: -251; GRK2 aptamer HTS: 0; CIT2-GFP yeast: 95

How did O=C(CSc1n[nH]c(=O)[nH]c1=O)Nc1cccc(S(=O)(=O)N2CCOCC2)c1 do in these assays?
AGP1-GFP MLPCN: 99; LAP4 TOR yeast: 101; JMJD2C inh: -2; MEP2 TOR yeast: 107; RPL19A TOR yeast: 101; VLA-4 inh: 3; GRK2 aptamer HTS: 5; CIT2-GFP yeast: 102

Results for CC(C)C(c1nnnn1C1CCCC1)N1CCC(C(N)=O)CC1 (stereo not drawn) ?
AGP1-GFP MLPCN: 110; LAP4 TOR yeast: 102; JMJD2C inh: 0; MEP2 TOR yeast: 94; RPL19A TOR yeast: 100; VLA-4 inh: -8; GRK2 aptamer HTS: 1; CIT2-GFP yeast: 108

How did CN(C)C1C(=O)c2ccccc2C1=O do in these assays?
AGP1-GFP MLPCN: 96; LAP4 TOR yeast: 92; JMJD2C inh: -9; MEP2 TOR yeast: 109; RPL19A TOR yeast: 96; VLA-4 inh: 13; GRK2 aptamer HTS: 3; CIT2-GFP yeast: 99

What do the screens show for `Clc1ccc(CSc2nnc(NC3=NCCCCC3)s2)cc1`?
AGP1-GFP MLPCN: 90; LAP4 TOR yeast: 107; JMJD2C inh: 3; MEP2 TOR yeast: 103; RPL19A TOR yeast: 97; VLA-4 inh: 19; GRK2 aptamer HTS: 3; CIT2-GFP yeast: 97

How did N#Cc1cc(-c2cccc(Cl)c2)c[nH]c1=O do in these assays?
AGP1-GFP MLPCN: 103; LAP4 TOR yeast: 95; JMJD2C inh: -8; MEP2 TOR yeast: 98; RPL19A TOR yeast: 102; VLA-4 inh: 1; GRK2 aptamer HTS: 1; CIT2-GFP yeast: 105

What do the screens show for `O=C(O)COc1ccc2c(-c3ccccc3)cc(=O)oc2c1`?
AGP1-GFP MLPCN: 99; LAP4 TOR yeast: 96; JMJD2C inh: -4; MEP2 TOR yeast: 107; RPL19A TOR yeast: 103; VLA-4 inh: 2; GRK2 aptamer HTS: 3; CIT2-GFP yeast: 102

What do the screens show for `COc1ccc(Cc2nc3ccc(C(=O)N4CCCN(C=O)CC4)cc3o2)cc1`?
AGP1-GFP MLPCN: 112; LAP4 TOR yeast: 91; JMJD2C inh: 0; MEP2 TOR yeast: 109; RPL19A TOR yeast: 108; VLA-4 inh: 8; GRK2 aptamer HTS: 3; CIT2-GFP yeast: 103

Results for Cc1cccc(C)c1N1CCN(C(=O)c2ccc3c(c2)OCO3)CC1 ?
AGP1-GFP MLPCN: 91; LAP4 TOR yeast: 78; JMJD2C inh: -4; MEP2 TOR yeast: 103; RPL19A TOR yeast: 105; VLA-4 inh: 8; GRK2 aptamer HTS: 0; CIT2-GFP yeast: 103

Results for COc1ccc(CCCc2nnc(SCC(=O)Nc3cc(C)ccc3C)o2)cc1 ?
AGP1-GFP MLPCN: 93; LAP4 TOR yeast: 104; JMJD2C inh: -7; MEP2 TOR yeast: 101; RPL19A TOR yeast: 97; VLA-4 inh: -2; GRK2 aptamer HTS: 0; CIT2-GFP yeast: 91

How did O=C(/C(C=Nc1ccc(F)cc1)=C(/O)c1ccco1)C(F)(F)F do in these assays?
AGP1-GFP MLPCN: 101; LAP4 TOR yeast: 97; JMJD2C inh: 7; MEP2 TOR yeast: 96; RPL19A TOR yeast: 104; VLA-4 inh: -8; GRK2 aptamer HTS: 0; CIT2-GFP yeast: 102

How did Cc1ccn(CC(C)C(=O)O)n1 (stereo not drawn) do in these assays?
AGP1-GFP MLPCN: 103; LAP4 TOR yeast: 97; JMJD2C inh: 3; MEP2 TOR yeast: 99; RPL19A TOR yeast: 98; VLA-4 inh: 27; GRK2 aptamer HTS: 0; CIT2-GFP yeast: 101

How did CCC(NC(=O)COc1cc2c(c3oc(=O)c(C)c(C)c13)CCC(C)(C)O2)C(=O)O (stereo not drawn) do in these assays?
AGP1-GFP MLPCN: 95; LAP4 TOR yeast: 94; JMJD2C inh: -6; MEP2 TOR yeast: 106; RPL19A TOR yeast: 103; VLA-4 inh: 6; GRK2 aptamer HTS: 2; CIT2-GFP yeast: 100

Results for Cc1[nH]c(C(=O)N/N=C/c2ccc(N(C)C)cc2)c(C)c1C(=O)N/N=C/c1ccc(N(C)C)cc1 ?
AGP1-GFP MLPCN: 57; LAP4 TOR yeast: 99; JMJD2C inh: -9; MEP2 TOR yeast: 111; RPL19A TOR yeast: 103; VLA-4 inh: 12; GRK2 aptamer HTS: 0; CIT2-GFP yeast: 83

Results for CCN1CCN(c2nc3ccccc3nc2C(C#N)S(=O)(=O)c2ccc(C)cc2)CC1 (stereo not drawn) ?
AGP1-GFP MLPCN: 110; LAP4 TOR yeast: 97; JMJD2C inh: -4; MEP2 TOR yeast: 109; RPL19A TOR yeast: 108; VLA-4 inh: 20; GRK2 aptamer HTS: 3; CIT2-GFP yeast: 111

What do the screens show for `Cc1ccc(S(=O)(=O)NNC(=O)c2sc(NS(=O)(=O)c3ccccc3)nc2C)cc1`?
AGP1-GFP MLPCN: inconclusive; LAP4 TOR yeast: 85[may fluoresce violet]; JMJD2C inh: -19; MEP2 TOR yeast: 494*[may fluoresce violet]; RPL19A TOR yeast: 57[may fluoresce violet]; VLA-4 inh: 4; GRK2 aptamer HTS: 0; CIT2-GFP yeast: inconclusive

Results for COc1ccc(CCn2c(C)cc(C(=O)CN3C(=O)C(=O)N(Cc4ccco4)C3=O)c2C)cc1 ?
AGP1-GFP MLPCN: 98; LAP4 TOR yeast: 95; JMJD2C inh: -2; MEP2 TOR yeast: 102; RPL19A TOR yeast: 98; VLA-4 inh: -4; GRK2 aptamer HTS: 2; CIT2-GFP yeast: 96

How did COc1c(C)cc(Br)cc1C(=O)Nc1ccccc1N1CCN(C(=O)c2ccccc2)CC1 do in these assays?
AGP1-GFP MLPCN: 105; LAP4 TOR yeast: 99; JMJD2C inh: -22; MEP2 TOR yeast: 99; RPL19A TOR yeast: 98; VLA-4 inh: -10; GRK2 aptamer HTS: 2; CIT2-GFP yeast: 103

What do the screens show for `Cc1ccc(S(=O)(=O)NCCC(=O)N2CCN(c3ccccc3)CC2)cc1C`?
AGP1-GFP MLPCN: 105; LAP4 TOR yeast: 109; MEP2 TOR yeast: 100; RPL19A TOR yeast: 106; VLA-4 inh: 13; GRK2 aptamer HTS: 0; CIT2-GFP yeast: 103

How did CC1CC(=O)Nc2ccccc2N1S(=O)(=O)c1cccc(F)c1 (stereo not drawn) do in these assays?
AGP1-GFP MLPCN: 102; LAP4 TOR yeast: 108; JMJD2C inh: -7; MEP2 TOR yeast: 96; RPL19A TOR yeast: 100; VLA-4 inh: 0; GRK2 aptamer HTS: 0; CIT2-GFP yeast: 92

Results for COC(=O)CC1(c2ccccc2)C(=O)c2ccccc2C1=O ?
AGP1-GFP MLPCN: 96; LAP4 TOR yeast: 102; JMJD2C inh: -1; MEP2 TOR yeast: 106; RPL19A TOR yeast: 99; VLA-4 inh: 5; GRK2 aptamer HTS: 2; CIT2-GFP yeast: 103

What do the screens show for `CC(C)N(C(=O)NC(=O)Nc1ccc(S(=O)(=O)N2CCCC2)cc1)S(C)(=O)=O`?
AGP1-GFP MLPCN: 98; LAP4 TOR yeast: 96; JMJD2C inh: 43; MEP2 TOR yeast: 98; RPL19A TOR yeast: 97; VLA-4 inh: -5; GRK2 aptamer HTS: 0; CIT2-GFP yeast: 94

Results for O=C(NCc1ccccc1)C1CCC(=O)N(CCN2CCOCC2)C1 (stereo not drawn) ?
AGP1-GFP MLPCN: 101; LAP4 TOR yeast: 93; JMJD2C inh: 3; MEP2 TOR yeast: 109; RPL19A TOR yeast: 100; VLA-4 inh: -2; GRK2 aptamer HTS: 2; CIT2-GFP yeast: 96

What do the screens show for `CC(=O)N1CCc2cc(S(=O)(=O)CCC(=O)Nc3ccccc3F)ccc21`?
AGP1-GFP MLPCN: 104; LAP4 TOR yeast: 102; JMJD2C inh: -13; MEP2 TOR yeast: 97; RPL19A TOR yeast: 97; VLA-4 inh: 19; GRK2 aptamer HTS: 0; CIT2-GFP yeast: 100

Results for COC(=O)C1=C(C)OC(N)=C(C#N)C1c1cc(OC)ccc1OC (stereo not drawn) ?
AGP1-GFP MLPCN: 98; LAP4 TOR yeast: 87; JMJD2C inh: -3; MEP2 TOR yeast: 97; RPL19A TOR yeast: 95; VLA-4 inh: -14; GRK2 aptamer HTS: 0; CIT2-GFP yeast: 95

Screening results deposited in PubChem by several laboratories.
